Assay outcomes from PubChem BioAssay.
MT1-MMP act inh: blockers of MT1-MMP proenzyme processing, primary screen, HT1080 RFP-PRO-GFP cells, GFP/RFP fluorescence; Matrix metalloproteinase-14 (Homo sapiens), P50281; GFP/RFP ratio fluorescence, overnight; percent of plate control window, DMSO zero; GFP/RFP ratio change, % at 20 µM; actives 0.061% (n = 360,000);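 active means GFP/RFP ratio change of at least 30% with cell ATP level not reduced by more than half and red fluorescence within 50% of control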; further: strong numbers were not always called active
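Test system: HT1080 RFP-PRO-GFP cells; Benchmarks: DMSO and RFP-L50D-GFP cell wells; Timing: cells overnight before dosing, compound overnight, 37 °C, 5% CO2; Compound: one 20 µM compound dose with 1% DMSO; Read-out: GFP/RFP fluorescence ratio.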
MsrA inh: bovine MsrA enzyme inhibitors, primary screen, biochemical, absorbance, HTS; purified bovine MsrA, absorbance read-out; inhibition, % at 15.5 µM; actives 0.75% (n = 360,000); AID 651718, 2012; in the data active means inhibition above about 4.5%;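 further: 0% = vehicle wells with enzyme and 100% = reference inhibitor wells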
SKN-1 inh: suppressors of acrylamide-induced Pgst-4::GFP reporter in worms, primary screen, SKN-1 inhibitor project, whole organism, uHTS, GFP/RFP fluorescence ratio, strain VP596; C. elegans VP596 Pgst-4::GFP/RFP ratio, 24 h; inhibition, % at 21.8 µM; actives 0.49% (n = 360,000);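 active means interference check ratio from 0.5 to 1.5 plus GFP to RFP signal ratio inhibition reaching or exceeding a fixed threshold, cut at about 30% in these data, passing the limit was not always enough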; further: some compounds called inactive have numbers as strong as hits
Tb MetRS inh: T. brucei MetRS inhibitors, primary screen, biochemical, luminescence; methionyl-tRNA synthetase (Trypanosoma brucei brucei); purified T. brucei MetRS, ATP depletion, Kinase-Glo luminescence; inhibition, % at 11.9 µM; actives 0.4% (n = 360,000);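 active means inhibition above a per-plate cutoff of the control wells' mean inhibition plus 3 SD, cut at about 5.5% in these data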;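 further: 0% = DMSO wells median and 100% = median of wells with control inhibitor compound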
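Material: parasite MetRS enzyme / Replication: singlicate, one well per compound / Signal: luminescence of leftover ATP / Schedule: 2 h aminoacylation at 25 °C after 15 min preincubation / Medium: HEPES-MgCl2-KCl buffer plus DTT, spermine, BSA, pyrophosphatase / Doses: 11.9 µM single point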
FAS-TE inh: FAS thioesterase domain inhibitors, primary screen, biochemical, fluorescence intensity, uHTS; Fatty acid synthase (Homo sapiens), P49327; recombinant FAS-TE, OMFH fluorogenic substrate, fluorescence endpoint; inhibition, % at 15 µM; actives 0.67% (n = 360,000); AID 602261, 2012;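 active means compounds whose normalised, plate-corrected inhibition of enzyme fluorescence in the single-dose primary screen is 50% or more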;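 further: 0% = DMSO with enzyme and 100% = substrate without enzyme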
MsrA act: bovine MsrA enzyme activators, primary screen, biochemical, absorbance, HTS; Methionine sulfoxide reductase A (Bos taurus); purified bovine MsrA, absorbance read-out; activation, % at 10.6 µM; actives 0.3% (n = 360,000); in the data active means activation above about 7.5%;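 further: 0% = vehicle and 100% = reference activator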
E coli Lon inh: inhibitors of E. coli Lon protease, primary screen, biochemical, fluorescence polarization | P0A9M0 | purified E. coli Lon protease | inhibition, % at 7.94 µM | actives 0.42% (n = 360,000); in the data active means inhibition above about 13%, passing the limit was not always enough;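 further: 0% = enzyme with probe and DMSO and 100% = no enzyme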
Target sequence (P0A9M0 whole entry, looked up): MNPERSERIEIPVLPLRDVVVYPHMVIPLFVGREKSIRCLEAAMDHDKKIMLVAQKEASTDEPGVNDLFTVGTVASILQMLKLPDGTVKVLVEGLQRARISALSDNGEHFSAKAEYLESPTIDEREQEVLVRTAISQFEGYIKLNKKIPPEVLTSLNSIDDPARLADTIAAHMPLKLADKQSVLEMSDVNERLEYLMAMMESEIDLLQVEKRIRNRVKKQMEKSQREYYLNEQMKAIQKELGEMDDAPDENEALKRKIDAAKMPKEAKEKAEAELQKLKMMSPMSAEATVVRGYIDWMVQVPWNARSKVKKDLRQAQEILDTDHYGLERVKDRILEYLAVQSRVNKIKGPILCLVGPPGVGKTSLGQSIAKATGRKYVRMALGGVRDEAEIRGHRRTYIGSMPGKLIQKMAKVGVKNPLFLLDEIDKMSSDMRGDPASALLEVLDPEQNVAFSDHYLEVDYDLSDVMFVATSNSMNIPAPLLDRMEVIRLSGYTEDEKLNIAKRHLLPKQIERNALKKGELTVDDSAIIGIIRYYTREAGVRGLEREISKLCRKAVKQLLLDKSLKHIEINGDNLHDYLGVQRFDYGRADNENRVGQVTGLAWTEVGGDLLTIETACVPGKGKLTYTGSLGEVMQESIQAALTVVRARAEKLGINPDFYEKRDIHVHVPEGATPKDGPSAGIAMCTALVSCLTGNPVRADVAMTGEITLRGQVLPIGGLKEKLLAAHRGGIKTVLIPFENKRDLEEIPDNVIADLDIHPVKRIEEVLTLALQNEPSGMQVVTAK
PABP1 MLLE inh: inhibitors of PABP1 MLLE–PAM2 peptide binding, primary screen, biochemical, fluorescence polarization, FITC-PAM2, GST-MLLE. Polyadenylate-binding protein 1 (Homo sapiens), P11940. inhibition, % at 20 µM. actives 0.36% (n = 360,000); in the data active means inhibition above about 35%, passing the limit was not always enough;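 further: plate controls were DMSO wells with GST-MLLE for no effect and wells lacking GST-MLLE protein for full effect; some results filed as inactive read as strong as hits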
NRP1-CendR mod: modulators of CendR peptide binding to NRP-1, primary screen, biochemical, fluorescence polarization, uHTS. Neuropilin-1 (Homo sapiens), O14786. FAM-RPARPAR peptide binding to NRP-1. inhibition, % at 25 µM. actives 0.85% (n = 360,000);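 active means inhibition or corrected inhibition above about 18%, plus a signal ratio from 0.5 to 1.5, limit read from the data, passing the limit was not always enough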; further: strong numbers were not always called active
Starred values were filed as active, the others as inactive; x = not tested or not shown. Hits appear at their usual frequency; about 4% have a hit in one of these screens.

entry	canonical_smiles	MT1-MMP act inh	MsrA inh	SKN-1 inh	Tb MetRS inh	FAS-TE inh
1	O=C(CN(Cc1ccco1)C(=O)c1cccc(F)c1)Nc1ccccc1C(F)(F)F	7	0.2	3	-0.5	1
2	CN(C)c1ccc(-c2ccnc3c2CC(C)(C(=O)Nc2cccc(C(F)(F)F)c2)O3)cc1 (centres undefined)	-5	1.6	30	0.4	24
3	CC(C)Oc1ccc(C(=O)OCC(=O)c2ccc[nH]2)cc1	-1	0.2	10	-0.1	2
4	CSc1cccc(NC(=O)Nc2ccccc2)c1	3	0.9	-8	0.0	0
5	CCOc1cc(C(=O)OCC(=O)c2c[nH]c3ccccc23)ccc1OCC(=O)N1CCOCC1	1	0.0	16	0.8	-6
6	Fc1ccc(C(CCCn2nnc(-c3cccnc3)n2)c2ccc(F)cc2)cc1	0	-0.5	0	-1.0	20
7	CC(=O)c1ccccc1NS(=O)(=O)c1cccc2nonc12	0	-0.5	-7	-0.8	-5
8	CN(Cc1ccc(Cl)c(Cl)c1)C(=O)c1cccc(S(=O)(=O)N2CCN(Cc3ccccc3)CC2)c1	2	1.0	7	0.1	34
9	COc1ccc(N2CCN(C(=O)C(Cc3ccccc3)NC(=O)c3ccccc3)CC2)cc1 (centres undefined)	-5	-0.7	-1	0.0	3
10	CCOc1ccccc1NC(=O)CC1(CC(=O)N2CCOCC2)CCCC1	4	-0.1	1	-0.4	-9

entry	MsrA act	E coli Lon inh	PABP1 MLLE inh	NRP1-CendR mod
1	-10	5	-12	1
2	-2	-11	2	2
3	-4	-16	-4	2
4	-6	-10	10	11
5	-2	-3	-9	-6
6	-12	1	-1	1
7	-3	9	-1	-1
8	-2	-2	-1	-4
9	-5	-2	6	-11
10	-2	5	-3	3

Reprinted from the part before: 5 entries, followed by the next part.
entry	canonical_smiles	MT1-MMP act inh	MsrA inh	SKN-1 inh	Tb MetRS inh	FAS-TE inh
6	Fc1ccc(C(CCCn2nnc(-c3cccnc3)n2)c2ccc(F)cc2)cc1	0	-0.5	0	-1.0	20
7	CC(=O)c1ccccc1NS(=O)(=O)c1cccc2nonc12	0	-0.5	-7	-0.8	-5
8	CN(Cc1ccc(Cl)c(Cl)c1)C(=O)c1cccc(S(=O)(=O)N2CCN(Cc3ccccc3)CC2)c1	2	1.0	7	0.1	34
9	COc1ccc(N2CCN(C(=O)C(Cc3ccccc3)NC(=O)c3ccccc3)CC2)cc1 (centres undefined)	-5	-0.7	-1	0.0	3
10	CCOc1ccccc1NC(=O)CC1(CC(=O)N2CCOCC2)CCCC1	4	-0.1	1	-0.4	-9
11	Cc1cc(=O)oc2cc(NC(=O)COc3ccccc3[N+](=O)[O-])ccc12	7	1.0	-1	-0.7	3
12	O=C(Cn1cccc1C(=O)c1ccccc1)NCCCN1CCc2ccccc2C1	-1	-0.2	11	0.0	-2
13	Cc1ccc(S(=O)(=O)N2CCCCC2)cc1C(=O)NCCc1ccccc1	5	-0.3	-2	-0.6	0
14	CCOc1cc(C(=O)N(C)CC(=O)Nc2cccc(F)c2)ccc1OCC(=O)N1CCCCC1	-3	-0.1	9	-0.2	-8
15	COc1ccc(NC(=S)N2CCN(S(C)(=O)=O)CC2)cc1OC	5	-0.7	4	-0.1	-5
16	COc1ccc(-c2[nH]ncc2/C=N\NS(=O)(=O)c2ccc(Cl)cc2)cc1	1	x	-11	-1.6	-1
17	CCCC1(c2ccccc2)NC(=O)N(CC(=O)Nc2ccc3c(c2)OCCO3)C1=O (centres undefined)	2	0.2	-16	-0.4	2
18	NS(=O)(=O)c1cnccc1NCCc1ccccc1	-2	-1.1	-18	-0.7	-7
19	CCOC(=O)c1ccccc1Nc1cc(C)nc2nc(C)nn12	-2	0.6	-8	-1.0	-7
20	Cc1ccccc1CN1C(=O)c2ccccc2C1c1nnnn1C(C)C (centres undefined)	0	0.5	2	-0.9	-1
21	CC(C)c1ccccc1NC(=S)NC(=O)C1CCCCC1	-7	-0.5	15	-0.2	22

entry	MsrA act	E coli Lon inh	PABP1 MLLE inh	NRP1-CendR mod
6	-12	1	-1	1
7	-3	9	-1	-1
8	-2	-2	-1	-4
9	-5	-2	6	-11
10	-2	5	-3	3
11	-7	1	-23	7
12	0	-5	12	2
13	-9	-1	11	4
14	-2	-7	3	1
15	-4	1	-3	8
16	-9	-5	-62	-6
17	-7	-4	-2	-6
18	-6	15	13	1
19	-12	-1	-3	-6
20	-5	0	x	-3
21	-3	-6	37	7

Random excerpt: 2 compounds from above
entry	canonical_smiles	MT1-MMP act inh	MsrA inh	SKN-1 inh	Tb MetRS inh	FAS-TE inh
11	Cc1cc(=O)oc2cc(NC(=O)COc3ccccc3[N+](=O)[O-])ccc12	7	1.0	-1	-0.7	3
13	Cc1ccc(S(=O)(=O)N2CCCCC2)cc1C(=O)NCCc1ccccc1	5	-0.3	-2	-0.6	0

entry	MsrA act	E coli Lon inh	PABP1 MLLE inh	NRP1-CendR mod
11	-7	1	-23	7
13	-9	-1	11	4
